APOBEC3A inh: human APOBEC3A DNA deaminase inhibition; P31941; recombinant A3A, FAM/TAMRA ssDNA deamination fluorescence; inhibition, % at 20 µM; 330,000 compounds, 0.41% hits; AID 493011;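 active means at least 40% inhibition at 20 µM here, with at most 30% in a related deaminase screen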;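 further: plate controls were A3A with DMSO for no effect and wells lacking A3A enzyme for full effect; some results filed as inactive read as strong as hits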
Target sequence (P31941 whole entry, looked up): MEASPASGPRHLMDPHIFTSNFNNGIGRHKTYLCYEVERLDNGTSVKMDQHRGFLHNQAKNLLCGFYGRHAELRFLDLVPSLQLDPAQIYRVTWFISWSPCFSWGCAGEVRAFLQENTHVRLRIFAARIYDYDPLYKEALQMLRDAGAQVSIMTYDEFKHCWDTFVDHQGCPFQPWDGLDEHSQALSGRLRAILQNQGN
hIAP activ: human IAP activation; P09923; purified human IAP, CDP-Star luminescence, 30 min; active compounds read high; 1 = vehicle-only enzyme, 0 = enzyme-free background; activation factor at 10 µM; 330,000 compounds, 0.16% hits; AID 2524;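 active means activation factor of the enzyme at least 2-fold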; further: the source names both 10 and 20 µM as test concentration; values of inactives mirror those of a sister screen read the other way
A3G deaminase: blocks human APOBEC3G single-stranded DNA deamination; Q9HC16; recombinant A3G, ssDNA deamination FAM/TAMRA fluorescence; inhibition, % at 20 µM; 330,000 compounds, 0.28% hits; AID 493012;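 active means inhibition of at least 40% at 20 µM, with no more than 30% in the related APOBEC3A deaminase screen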;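 further: plate controls were DMSO wells with A3G for no effect and wells lacking A3G enzyme for full effect; some compounds called inactive have numbers as strong as hits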
Target sequence (Q9HC16 whole entry, looked up): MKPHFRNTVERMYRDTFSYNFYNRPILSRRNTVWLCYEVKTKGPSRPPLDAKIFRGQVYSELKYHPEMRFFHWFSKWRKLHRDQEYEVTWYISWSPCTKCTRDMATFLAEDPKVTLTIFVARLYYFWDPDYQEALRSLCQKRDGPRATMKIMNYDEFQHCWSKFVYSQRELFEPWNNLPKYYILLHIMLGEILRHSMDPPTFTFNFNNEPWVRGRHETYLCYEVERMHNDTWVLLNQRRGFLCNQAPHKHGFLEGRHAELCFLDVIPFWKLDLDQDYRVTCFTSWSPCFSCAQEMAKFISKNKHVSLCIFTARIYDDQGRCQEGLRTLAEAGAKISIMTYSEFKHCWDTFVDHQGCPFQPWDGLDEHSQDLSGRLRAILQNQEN
beta cell repl: inducers of beta-cell replication in MIN6 cells. AID 2380. 330,000 compounds, 0.29% hits. MIN6 cells proliferation, ATPlite luminescence, 48 h; cells starved in 0.2% serum; 100% = growth in 10% serum. proliferation, % at 10 µM;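 active means compounds whose signal lies at least 3.5 SD above the mean of all wells on their plate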;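 further: 0% = DMSO-treated cells in low-serum medium and 100% = 10% serum control; some compounds called inactive have numbers as strong as hits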
ATG4B inh: blocks human ATG4B protease cleavage of LC3 substrate; ATG4B cleavage of LC3-PLA2, NBD-HPC fluorescence, 1 h; inhibition, % at 8.33 µM; 340,000 compounds, 0.51% hits; AID 504462; in the data active means inhibition above about 40%
Target sequence (Q9Y4P1 whole entry, looked up): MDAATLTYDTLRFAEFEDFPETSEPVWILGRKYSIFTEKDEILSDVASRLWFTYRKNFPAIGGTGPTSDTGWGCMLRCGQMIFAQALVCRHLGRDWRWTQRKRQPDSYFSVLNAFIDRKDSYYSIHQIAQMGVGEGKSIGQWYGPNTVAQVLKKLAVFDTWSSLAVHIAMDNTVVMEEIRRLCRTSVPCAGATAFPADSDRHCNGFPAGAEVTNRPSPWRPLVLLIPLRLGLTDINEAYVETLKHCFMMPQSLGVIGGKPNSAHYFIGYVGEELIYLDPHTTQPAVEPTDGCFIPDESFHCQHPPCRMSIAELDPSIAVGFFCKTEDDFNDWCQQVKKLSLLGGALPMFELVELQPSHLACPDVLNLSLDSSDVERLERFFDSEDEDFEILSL
mIAP block: blocks mouse intestinal alkaline phosphatase. purified mouse IAP, CDP-Star luminescence, 30 min. inhibition, % at 10 µM. 330,000 compounds, 0.2% hits. AID 2806;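 active means inhibition of at least 40% at 10 µM in the primary screen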;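 further: plate controls were DMSO with enzyme for no effect and no enzyme wells for full effect; values of inactives mirror those of a sister screen read the other way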
hIAP inh: blocks human intestinal alkaline phosphatase; P09923; purified IAP, CDP-Star luminescence, 30 min; inhibition, % at 10 µM; 330,000 compounds, 0.12% hits; AID 2544;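 active means inhibition reaching a set limit with compound at 10 µM in the primary screen, cut at about 35% in these data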;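 further: plate controls were DMSO wells with enzyme for no effect and no-enzyme buffer wells for full effect; values of inactives mirror those of a sister screen read the other way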
MPTP block: inhibitors of mitochondrial permeability transition pore | 360,000 compounds, 1.4% hits | isolated mouse mitochondria, Ca2+ swelling absorbance, 30 min | inhibition, % at 10 µM;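 active means inhibition of 50% or more, scaled per plate between neutral and stimulator controls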;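 further: 0% = DMSO wells given calcium and 100% = 1 mM EGTA wells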
mIAP act: increases mouse intestinal alkaline phosphatase activity. muIAP, CDP-Star luminescence, 30 min; active compounds read high; 1 = vehicle-only enzyme signal, 0 = enzyme-free wells. activation factor at 10 µM. 330,000 compounds, 0.24% hits. AID 2805;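 active means activation factor of at least 2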; further: the source names both 10 and 20 µM as test concentration; values of inactives mirror those of a sister screen read the other way
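Assay system: mouse IAP enzyme / Compound: DMSO-dissolved test compounds / Timing: 30 min, room temperature / Measured by: luminescence from enzymatic CDP-Star hydrolysis / Control set: DMSO-only wells, enzyme-free buffer wells as negative control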
* marks the source's active call; other numbers are inactive results; / = not tested or not shown.

SMILES	APOBEC3A inh	hIAP activ	A3G deaminase	beta cell repl	ATG4B inh	mIAP block	hIAP inh	MPTP block	mIAP act
Cc1ccccc1-n1nc2c(c1NC(=O)c1ccc(Br)o1)CSC2	0.3	1.01	-4.8	-5.5	6.7	1.7	-1.0	-0.2	0.983
CCOC(=O)c1c(C)[nH]c(C(=O)OCC(=O)Nc2sccc2C(N)=O)c1C	-0.6	1.03	-4.6	-4.9	3.7	0.9	-3.4	-0.6	0.991
COc1ccc(NC(=O)CC2C(=O)N(c3ccc(F)cc3)C(=S)N2NC(=O)c2ccccc2)cc1 (stereo not drawn)	-1.4	1.1	-2.2	-1.5	-0.8	0.5	-10.5	0.8	0.995
COc1ccc2[nH]c(=S)cc(C)c2c1	2.4	0.944	45.8*	-3.5	-9.5	7.4	5.6	3.3	0.926
COc1cccc(C(=O)Nc2ccccc2N2CCCC2)c1	0.5	1.03	2.7	-4.8	-2.9	-8.8	-2.9	2.7	1.09
Cc1cc(N)ccc1S(C)(=O)=O	-5.8	1.09	-8.2	-1.7	-2.9	-9.1	-9.5	0.0	1.09
COC(=O)C(Cc1ccccc1)N1CCS(=O)(=O)CC1 (stereo not drawn)	-1.3	1.07	-9.7	-3.4	11.5	5.8	-7.4	-1.2	0.942
CCN(CC)c1ccc(/C=C(/C#N)C(=O)NCc2ccccc2)o1	-3.1	0.833	-20.2	-1.0	-0.4	21.3	16.7	2.2	0.787
CCn1c(/C=C/c2ccccc2)nc2ccccc21	2.5	0.957	-5.0	-5.7	5.7	6.8	4.3	-1.8	0.932
CCC(C)NC(=O)N1c2ccccc2Sc2ccccc21 (stereo not drawn)	-0.8	1.01	1.0	-1.3	2.0	0.5	-1.0	-0.5	0.995
O=C1CC2(CCCC2)CC(=O)N1c1ccccc1	-4.0	0.972	-2.6	-1.2	-5.3	1.5	2.8	0.3	0.985
NC(=O)N/N=C/c1sc(N2CCCCC2)nc1-c1cccs1	1.1	0.962	-1.7	-3.4	-5.5	21.8	3.8	0.6	0.782
O=C(NC1CCS(=O)(=O)C1)c1cccc(S(=O)(=O)N2CCCC2)c1 (stereo not drawn)	-1.0	1.17	-3.1	1.4	0.1	-8.1	-16.6	-0.6	1.08
COc1ccc(CCNC(=O)c2ccco2)cc1OC	-0.5	1.05	-6.0	-2.7	8.4	-5.1	-5.4	3.0	1.05
CC1CN(Cc2ccccc2)c2nc3c(c(=O)n(CC(N)=O)c(=O)n3C)n2C1 (stereo not drawn)	-6.7	0.612	-2.1	-3.7	-6.0	5.0	38.8*	-0.4	0.95
COc1cc(-c2nnc(SCC(=O)N(C)C3CCS(=O)(=O)C3)o2)cc(OC)c1OC (stereo not drawn)	-9.7	1.07	-7.1	-1.7	-4.6	-9.7	-7.1	0.2	1.1
CCOC(=O)C1CCN(c2nc3ccccc3nc2C(C#N)C(=O)OC(C)C)CC1 (stereo not drawn)	-1.9	0.954	-5.6	-2.8	-9.6	2.9	4.6	-0.3	0.971
CC(=O)Nc1sc2c(c1CN1CCN(c3ccc(F)cc3)CC1)CCCC2	-1.0	0.84	-3.3	-1.7	12.4	-5.1	16.0	-0.2	1.05
CCOC(=O)C1(Cc2cccc(OC)c2)CCCN(Cc2c(C)nn(C(C)C)c2C)C1 (stereo not drawn)	0.6	0.986	-1.8	-2.0	-3.7	-3.6	1.4	1.4	1.04
COc1ncnc2c1NC(=O)CS2	-0.7	0.982	-3.0	-0.2	1.1	-13.4	1.8	-2.3	1.13
COc1cc(C2C(C#N)=C(C)NC3=C2C(=O)CC(C)(C)C3)ccc1OCCO (stereo not drawn)	-2.0	0.976	-5.9	1.0	-5.4	0.2	2.4	1.1	0.998
COc1ccc(N2CCN(C(=O)CSc3nnc(-c4cccnc4)n3-c3ccccc3)CC2)cc1	0.4	0.84	0.3	-1.7	-11.2	-5.1	16.0	-0.1	1.05
Cc1ccc(S(=O)(=O)N2CCC(NC(=O)C3CCCCC3)CC2)cc1	3.3	1	-5.7	0.3	2.3	1.0	-0.2	1.3	0.99
CC(C)CNC(=O)N[C@@H](CC(C)C)C(=O)O	1.8	0.919	-5.3	0.8	3.9	2.6	8.1	0.3	0.974

Compound profiles, as listed above. Order of screens: APOBEC3A inh	hIAP activ	A3G deaminase	beta cell repl	ATG4B inh	mIAP block	hIAP inh	MPTP block	mIAP act
Results for O=C(NC1CCS(=O)(=O)C1)c1cccc(S(=O)(=O)N2CCCC2)c1 (stereo not drawn) : -1.0	1.17	-3.1	1.4	0.1	-8.1	-16.6	-0.6	1.08
Results for CC(C)CNC(=O)N[C@@H](CC(C)C)C(=O)O : 1.8	0.919	-5.3	0.8	3.9	2.6	8.1	0.3	0.974
Results for CCOC(=O)C1(Cc2cccc(OC)c2)CCCN(Cc2c(C)nn(C(C)C)c2C)C1 (stereo not drawn) : 0.6	0.986	-1.8	-2.0	-3.7	-3.6	1.4	1.4	1.04
Results for COc1cc(-c2nnc(SCC(=O)N(C)C3CCS(=O)(=O)C3)o2)cc(OC)c1OC (stereo not drawn) : -9.7	1.07	-7.1	-1.7	-4.6	-9.7	-7.1	0.2	1.1
Results for COc1ncnc2c1NC(=O)CS2 : -0.7	0.982	-3.0	-0.2	1.1	-13.4	1.8	-2.3	1.13

Further entries:
SMILES	APOBEC3A inh	hIAP activ	A3G deaminase	beta cell repl	ATG4B inh	mIAP block	hIAP inh	MPTP block	mIAP act
Cc1ccc(NC(=O)CSC2=C(C#N)C(c3ccco3)CC(=O)N2)cc1 (stereo not drawn)	8.5	0.894	0.7	2.5	-13.0	-2.0	10.6	4.1	1.02
Cc1cccc(N2C(=O)C3C4C=CC(C4)C3C2=O)c1 (stereo not drawn)	-3.0	1.06	-8.8	-2.0	-5.0	7.1	-6.5	0.5	0.929
CCc1ccc(CN(C)C(=O)CCc2nnc(CCc3cccc(OC)c3)o2)nc1	-0.4	1.09	-4.3	-0.4	-1.3	-2.1	-9.2	-0.3	1.02
CCCCCCSC1=C(C#N)C(c2ccccc2)CC(=O)N1 (stereo not drawn)	-1.4	1.17	-7.2	-0.6	7.2	-16.5	-16.8	0.3	1.17
Cc1ccc2c(c1)-n1c(nc3ccc(C)cc3c1=O)C(Cc1ccccc1)NC2=O (stereo not drawn)	0.0	1.01	-2.5	3.1	/	5.7	-1.1	/	0.943
COc1ccc(CC2CCOC2=O)cc1 (stereo not drawn)	3.0	0.859	4.1	1.1	-5.5	-5.3	14.1	2.9	1.05
O=C(/C=C/c1cccc(Cl)c1)c1nc2ccccc2[nH]1	-0.5	1.06	0.9	-6.0	-0.1	8.6	-5.8	-1.9	0.914
COc1cccc(OC)c1C(=O)Nn1c(C2CCC2)nc2ccccc2c1=O	-3.2	0.894	-5.5	-3.1	3.6	3.1	10.6	0.3	0.969
C=CC[N+](C)(C)c1ccc(CCC(=O)CCc2ccc([N+](C)(C)CC=C)cc2)cc1	5.1	0.901	3.7	-1.1	1.2	2.3	9.9	-0.6	0.977
O=C(NCc1cccs1)C1CCC(=O)N1C1CCCCC1 (stereo not drawn)	-6.4	0.811	-2.5	0.3	-3.0	4.0	18.9	-1.6	0.96
COc1cc(C(=O)OCc2ccc([N+](=O)[O-])cc2)cc(OC)c1OC	-0.6	0.986	-3.9	1.6	-17.8	4.4	1.4	0.1	0.956
COc1ccc(C(=O)NN/C(C)=C/C(=O)c2ccccc2)cc1	0.9	1.22	-4.6	-3.4	-1.6	19.0	-21.6	0.6	0.81
O=C(O)c1ccc(CNC(=O)C23CC4CC(CC(C4)C2)C3)cc1	-5.0	1.09	-1.9	1.1	0.3	-5.3	-8.7	-1.7	1.05
Cc1nnc(NC(=O)CC(CN(C)S(=O)(=O)c2ccccc2)c2ccccc2)s1 (stereo not drawn)	-3.8	0.958	-9.1	2.9	-8.7	3.2	4.2	-1.6	0.968
Cc1cc(CN(C)C)c(O)c(C2(C)CCCCC2)c1	-4.1	1.14	-7.4	-2.7	8.0	8.2	-13.8	1.6	0.918
COCCn1c(SCC(=O)Nc2cccnc2Cl)nc2ccccc2c1=O	0.1	1.08	-5.8	4.1	-8.6	3.5	-8.1	0.3	0.965
C=CCN=C1SC(C)(C)C(=O)N1S(=O)(=O)c1ccc(C)cc1	2.0	0.958	-2.6	-0.5	-5.7	10.1	4.2	-1.3	0.899
O=c1[nH]c(=O)n(Cc2ccccc2)c2nc(-c3ccc(C(F)(F)F)cc3)n(CCO)c12	4.8	0.938	-2.3	2.4	-5.9	-4.3	6.2	-1.3	1.04
O=c1oc2ccccc2c2c1ncn2CCN1CCOCC1	0.2	1.16	-1.3	-1.5	3.0	-3.8	-16.1	-0.4	1.04
Cc1cccc(CN2C(=O)/C(=C\c3ccc(C(=O)NCCCN4CCN(C)CC4)cc3)Oc3ccccc32)c1	-3.6	1.12	-2.1	-7.9	/	2.7	-12.3	2.6	0.973
Cc1cc(=O)oc2c(CN3CCCC3)c(O)ccc12	-2.7	1.14	-7.2	-0.3	-9.0	0.7	-14.4	0.1	0.993
N/C(=N\OC(=O)CCCCCN1C(=O)c2ccccc2C1=O)c1ccccc1	3.9	0.853	2.9	-1.7	5.0	-1.0	14.7	2.0	1.01
COc1ccc(/C=N/NC(=S)NC2CCS(=O)(=O)C2)cc1 (stereo not drawn)	-1.5	1.04	-4.4	-1.4	-6.4	2.4	-3.7	0.2	0.976
O=C(CCN1C(=O)C2CC=CCC2C1=O)Nc1ccccc1Cl (stereo not drawn)	-5.2	0.964	-8.3	-1.4	-3.0	2.7	3.6	-0.1	0.973
CN(C(=O)COC(=O)c1c[nH]c(=O)[nH]c1=O)C1CCCCC1	-0.3	0.953	-1.7	4.5	-4.5	-1.1	4.7	-0.7	1.01
CCCSc1nc2cc(C)c(C)cc2n1CC(O)CO (stereo not drawn)	-0.6	0.701	-5.8	-1.6	5.5	1.4	29.8	1.2	0.986
COc1cccc(C(=O)Nc2ccc3c(c2)n(C)c(=O)n3C)c1	-5.1	1.12	-5.4	0.8	1.0	2.9	-11.6	-0.6	0.971
Cc1sc2ncnc(NCC(c3ccco3)N(C)C)c2c1C (stereo not drawn)	-1.1	1.21	0.1	-1.3	-8.0	-1.7	-20.9	1.7	1.02
CCOCC(=O)Nc1cc([N+](=O)[O-])ccc1OC	-3.1	0.897	-7.4	-2.5	-13.4	3.9	10.3	-0.1	0.961
CC(C)(NC(=O)NC(CO)c1ccccc1)c1cccc(C(C)(C)NC(=O)NC(CO)c2ccccc2)c1 (stereo not drawn)	0.9	1.05	-2.5	-0.7	-5.0	-47.4	-5.1	0.0	1.47
O=C(Nc1cccc(S(=O)(=O)N2CCCCC2)c1)C1CCN(C(=O)c2ccc(Cl)cc2)CC1	25.9	1.08	7.3	-4.9	7.3	-31.8	-7.9	0.1	1.32
CCC(Sc1nncn1C)C(=O)Nc1nnc(-c2ccccc2Cl)s1 (stereo not drawn)	-5.7	1.14	-4.9	-2.0	2.8	12.0	-13.5	-0.8	0.88

3 compounds from above, ordered by heavy-atom count, largest number first:
SMILES	APOBEC3A inh	hIAP activ	A3G deaminase	beta cell repl	ATG4B inh	mIAP block	hIAP inh	MPTP block	mIAP act
O=C(Nc1cccc(S(=O)(=O)N2CCCCC2)c1)C1CCN(C(=O)c2ccc(Cl)cc2)CC1	25.9	1.08	7.3	-4.9	7.3	-31.8	-7.9	0.1	1.32
CN(C(=O)COC(=O)c1c[nH]c(=O)[nH]c1=O)C1CCCCC1	-0.3	0.953	-1.7	4.5	-4.5	-1.1	4.7	-0.7	1.01
CCOCC(=O)Nc1cc([N+](=O)[O-])ccc1OC	-3.1	0.897	-7.4	-2.5	-13.4	3.9	10.3	-0.1	0.961

Source: PubChem (Sanford-Burnham Center for Chemical Genomics)
